Pf Dd2 growth: Plasmodium falciparum Dd2 growth inhibition. P. falciparum Dd2 growth, SYBR Green, 72 h. 120,000 tested, 4.3% active. Potency, µM (series often up to 28.9 µM), for inactives: top-dose activity, negative = inhibition, actives largely listed as inhibitors; active = well fitted inhibition curve with a large enough effect; inconclusive = small, poorly fitted or top-dose-only effect; inactive = no such curve, though single readings can be large or run the other way;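 note: plate controls were DMSO vehicle for no effect and reference drug for full effect; nearly all actives have a fitted effect of over 65% in size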
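Infected erythrocytes (Dd2, 0.3% parasitemia, 2.5% hematocrit final) are added to compound in RPMI-1640/Albumax II medium, grown 72 h at 37C in low oxygen, then lysed with saponin/Triton-X containing SYBR Green and read by fluorescence.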
An asterisk follows results filed as active; i = inactive; ? = inconclusive; [ ] = remark or other dose. Potency is the fitted concentration of half-maximal effect. Only part of the results is shown (hit frequency here may not be typical).

The first 3 compounds as a preview:
SMILES	Pf Dd2 growth
COc1ccc(Cn2c(CCC(=O)Nc3ccc(C)cc3)nc3cccnc32)cc1	10µM*
CN(C)c1nc2c(c(=O)[nH]1)CCN(Cc1cccc(Cl)c1F)CC2	-19%[5.79 µM]
CCS(=O)(=O)N1CC(=O)N(c2ccc(Cl)cc2)C(C)(C(=O)NC2CCCCCC2)C1 (stereo unspecified)	?

Main list, repeating the preview:
SMILES	Pf Dd2 growth
COc1ccc(Cn2c(CCC(=O)Nc3ccc(C)cc3)nc3cccnc32)cc1	10µM*
CN(C)c1nc2c(c(=O)[nH]1)CCN(Cc1cccc(Cl)c1F)CC2	-19%[5.79 µM]
CCS(=O)(=O)N1CC(=O)N(c2ccc(Cl)cc2)C(C)(C(=O)NC2CCCCCC2)C1 (stereo unspecified)	?
CC(C)Oc1ccc2c(NC(=O)c3ccon3)nn(CC(F)(F)F)c2c1	-8%
Cc1cccc(OCCc2noc(C3CCN(C(=O)c4n[nH]c(=O)c5ccccc45)C3)n2)c1 (stereo unspecified)	?
COc1ccccc1CNC(=O)C[C@@H]1c2nc(-c3cccnc3)sc2C[C@@H]2[C@](C)(CO)[C@H](O)CC[C@]21C	?
Cc1ccc(S(=O)(=O)N2CCC(C(=O)Nc3ccc(C)c(Cl)c3)CC2)cc1	?
COc1ccc2c(c1)CCCN2C1CNC1	?
O=C1CN(Cc2cccs2)CCN1c1ccc(Cl)nn1	21%[44.1 µM]
CCC1(N2CCN(C)CC2)CCN(S(=O)(=O)c2ccccc2)C1 (stereo unspecified)	?
CCN1c2cc(C(=O)Nc3ccc(OC(F)(F)F)cc3)ccc2C(=O)N2CCCC21 (stereo unspecified)	-15%
CCc1ccc(S(=O)(=O)c2c[nH]c3cc(OC)c(OC)cc3c2=O)cc1	i
COc1ccc(CCC(=O)N2C[C@@H](CO)[C@H](c3nc(C)no3)C2)cc1	22%
CCN(CC)CCNC(=O)Cn1ncc2c3ccccc3n(Cc3ccccc3C)c2c1=O	10µM*
COCCNC(=O)C1COC2(CCN(C(=O)c3ccc(OC)cc3)CC2)N1C(=O)c1ccccc1C (stereo unspecified)	-11%
O=C(CSc1nc2c([nH]c3ccccc32)c(=O)n1-c1ccccc1)Nc1ccccc1C(F)(F)F	28%
Cc1cccc(NC(=O)CSc2ncc3c(n2)-c2ccccc2N(Cc2ccc(F)cc2)S3(=O)=O)c1C	-17%
O=C(Cn1c(=O)n(Cc2ccc(F)cc2)c(=O)c2sc3ccccc3c21)NCc1ccccc1Cl	62%[activator]
CCOCCCn1c(=N)c(C(=O)NC(C)c2ccccc2)cc2c(=O)n3cc(C)ccc3nc21 (stereo unspecified)	?
COc1ccc(CNc2n[nH]c(-c3ccco3)n2)cc1OC	6%
Cn1nc(-c2ccccc2F)c2cc(C(=O)NCc3ccc(Cl)cc3)sc21	i
COc1ccc(C2(C(=O)N3C[C@@H](C(N)=O)[C@H](c4n[nH]c(C)n4)C3)CC2)cc1	14%
Cc1ccc(C)c(C(=O)N2CCC3(CC2)N=C(c2ccccc2)NO3)c1	i
O=C(CCc1ccccc1)N1CCCN(c2cc(-c3ccccc3)[nH]n2)CC1	?
CC(C)CC(=O)C(=O)N1CCN(Cc2cccnc2)[C@@H]2CS(=O)(=O)C[C@@H]21	0%

Reprinted at random: 4 records from the list.
SMILES	Pf Dd2 growth
O=C1CN(Cc2cccs2)CCN1c1ccc(Cl)nn1	21%[44.1 µM]
CCS(=O)(=O)N1CC(=O)N(c2ccc(Cl)cc2)C(C)(C(=O)NC2CCCCCC2)C1 (stereo unspecified)	?
CC(C)CC(=O)C(=O)N1CCN(Cc2cccnc2)[C@@H]2CS(=O)(=O)C[C@@H]21	0%
Cn1nc(-c2ccccc2F)c2cc(C(=O)NCc3ccc(Cl)cc3)sc21	i

A different layout for part of the listing above.
molecule | Pf Dd2 growth
COc1ccc(C2(C(=O)N3C[C@@H](C(N)=O)[C@H](c4n[nH]c(C)n4)C3)CC2)cc1 | 14%
Cc1ccc(C)c(C(=O)N2CCC3(CC2)N=C(c2ccccc2)NO3)c1 | i

(continued)
SMILES	Pf Dd2 growth
COc1ncccc1CN1C[C@H]2[C@H](C1)[S+](=O)([O-])C(C)(C)C(=O)N2CC1CCOCC1	2%
Cc1noc(C)c1[S+](=O)([O-])N1CCC2(CC1)CNC(=O)c1ccccc1O2	-21%
CC(=O)N1CCC([C@@H]2CN(C(=O)c3cc(C)cc(C)c3)C[C@H]2CO)CC1	-7%
Cc1cccc(C)c1NC(=O)Cn1nnc(S(=O)(=O)c2ccccc2)c1N	-15%
O=C(COc1ccc(Cl)cc1)NCCc1csc(-c2cccc(F)c2)n1	?
CN1CCCC2(CCN(S(=O)(=O)c3ccc4[nH]c(=O)[nH]c4c3)C2)C1=O (stereo unspecified)	-4%
CCC(=O)N1CCc2cc(Br)cc(S(=O)(=O)N3CCCC(C(=O)Nc4ccc(CC)cc4)C3)c21 (stereo unspecified)	i
Cc1cc2ncc(C(=O)NCCCc3ccccc3)cn2n1	?
CCOc1ccccc1CNC(=O)C1CCN(c2nnc(C)c3c(C)n(-c4ccc(C)cc4)nc23)CC1	7.1µM*
C[S+](=O)([O-])c1ccc(-c2nc(C(=O)N3CCOCC3)n3ccccc23)cc1	18%
Cc1c(Cl)c(C(=O)N[C@H]2[C@@H]3CCO[C@@H]3[C@@H]2C2CCCC2)nn1C	-9%
O=C(c1ccccc1)N1CCC2(CC1)NCc1ccccc1NC2=O	12%
CCCN1C(=O)c2[nH]nc(-c3cccc(OC)c3)c2C1c1ccccn1 (stereo unspecified)	-5%
Cc1ccc(CN2CCN(C3CCN(C(=O)Nc4ccc(C)cc4Cl)CC3)C(=O)C2=O)cc1	?
CCOCc1nc(C2CCCN2S(=O)(=O)c2c(C)nn(C)c2C)no1 (stereo unspecified)	20%
Cc1ccc(C(=O)N2CCCCCCNC(=O)CC2)s1	?
CCOc1ccc(NC(=O)NCCN2CCN(c3cccc(C)c3C)CC2)cc1	i
O=C1NC(=NC2CCCCC2)C2(CCCN([S+](=O)([O-])c3ccccc3)C2)N1c1cccnc1 (stereo unspecified)	?
COCCn1c(C)cc(C(=O)N2CCCC(Cc3noc(C4CC4)n3)C2)c1C (stereo unspecified)	?
CN(C)C(=O)c1cc2c(s1)CCC(C(=O)N1CCN(c3cccc(Cl)c3)CC1)C2 (stereo unspecified)	5µM*
O=C(COc1ccccc1)Nc1nnc(SCc2cc(=O)n3cc(Cl)ccc3n2)s1	-8%
CCn1ccnc1CN(C)Cc1cn(Cc2ccccc2)nc1-c1cc2ccccc2o1	?
Cc1cnc(C(=O)NC2C[C@H]3CC[C@@H](C2)N3C(=O)c2ccc(C)c(F)c2)cn1 (stereo partly specified)	i
COCCOC1CN(C2CCN(C(=O)NC(C)(C)C)CC2)C12CCCCC2 (stereo unspecified)	-23%
COCC(=O)NC[C@H]1C[C@@H]2CCN1C[C@@H]2c1cc(-c2ccc3ccccc3c2)nn1C	i

Other entries.
SMILES	Pf Dd2 growth
O=C(CCC1CCN(Cc2ccc(OCCO)cc2)CC1)Nc1ccccc1Cl	-7%
Cc1cccc(NC(=O)CSc2nc3n[nH]c(C)c3c(=N)n2-c2cccc(Cl)c2)c1	?
COc1ccc(CNC(=O)CN2C(=O)NC3(CCC(C)CC3)C2=O)cc1 (stereo unspecified)	17%
O=C(Cn1cc(C(=O)c2ccccc2)c(=O)c2cc3c(cc21)OCCO3)Nc1ccc(F)c(F)c1	i
CCOc1ccccc1C(=O)NC1CCN(C(=O)c2cc3c(=O)[nH]c(C)cn3n2)CC1	-14%
Cc1cc(C)cc(NC(=O)Cc2csc(C)n2)c1	25%
Cc1ccccc1C(=O)NCc1c[nH]c2ncccc12	i
O=C(OCc1ccccc1)N1CCOCC12CCN(Cc1ccncc1Cl)CC2	-14%[44.1 µM]
O=C(NCCn1ccn2nc(-c3ccc(F)cc3)cc2c1=O)c1ccc(F)c(Cl)c1	i
CN1CCC(NC(=O)CC2(Cc3ccccc3)C(=O)N(C)c3ccccc32)CC1 (stereo unspecified)	-1%
CC(=O)OCc1cnc(C)c2oc(=O)c(C(=O)Nc3ccc(F)cc3C)cc12	60%[activator]
Cc1ccc(-c2cccc(C(=O)N3CCCC(O)(CN4CCCC4)C3)c2)o1 (stereo unspecified)	11µM*
COc1cccc(-c2cc3c(=O)n(CCNC(=O)c4ccc(C#N)cc4)ccn3n2)c1	?
COc1ccc(Br)cc1CNC(=O)CN1C(=O)CSc2ccc(S(=O)(=O)N3CCOCC3)cc21	?
O=C1NC2(CCN(Cc3ccc(OC(F)(F)F)cc3)CC2)COc2ccccc21	2.2µM*
COc1ccc(C(=O)NC[C@@H]2C=C(C)[C@H](Cc3nc4ccncc4[nH]3)C[C@H]2C(C)C)cc1	?
O=C(NCc1ccc(F)cc1)C1CCCN(c2nc3ncccc3o2)C1 (stereo unspecified)	-8%
Cc1cccc(C(=O)Nc2sc3c(c2C(=O)N2CCCCC2)CCC(C)C3)c1 (stereo unspecified)	-11%
CCOCCOC1CCN(S(=O)(=O)c2c(C)noc2C)CC1	?
CCCN(C)c1nccnc1OC1CCN(C(=O)C(CC)CC)C1 (stereo unspecified)	?
COc1cc(CNC(=O)c2cc(-c3ccc(F)cc3)cc3ncn(C)c23)ccn1	?
Cc1nc(CCNC(=O)C2CCCN(c3nc(-c4ccccc4)nc4c3CCC4)C2)n[nH]1 (stereo unspecified)	-19%
CCCCc1nn2c(C)c(-c3ccc(OCC)cc3)nc2s1	-18%
Cc1ccc2c(c1)nc1n2[C@@H](CNC(=O)c2ccc(C#N)cc2)COC1	i
Cc1cnc(CCNC(=O)Nc2ccc3c(c2)OCCO3)n1C1CCC1	5µM*

(listing goes on)
SMILES	Pf Dd2 growth
COc1ccccc1CN(Cc1ccccc1C)C(=O)[C@H]1CCC[C@H](O)C1	-13%
Cc1ccc(-n2cc(CN3CCN4CCCC4C3)c(-c3cccc(C)c3)n2)cc1 (stereo unspecified)	13µM*
CNC(=O)N1CCC(C2CCN(C(=O)CCc3ccccc3)C2)CC1 (stereo unspecified)	?
CCOc1ccc(C2C(C(=O)Nc3ccc(C)cc3C)=C(C)Nc3c(C(=O)Nc4ccc(C)cc4)cnn32)cc1OC (stereo unspecified)	?
Cc1ncc(C(=O)NC(c2ccccc2)c2nnc(N)s2)c(=O)[nH]1 (stereo unspecified)	-1%
Cc1cc(CN2CCC3(CC2)CCN(Cc2c(C)n[nH]c2C)CC3CO)on1 (stereo unspecified)	0%
COc1cc(OC)cc(C(=O)NCC2CCCN(Cc3cc4ccccc4o3)C2)c1 (stereo unspecified)	?
O=C(NCc1ccccc1)C(=O)Nc1c2c(nn1-c1ccc(F)cc1)CSC2	-28%
COc1cccc(CC(=O)N2C[C@@H](Oc3ccccc3)C[C@@H]2C(=O)N2CCOCC2)c1	-12%
COc1ccc(-c2noc(-c3ccccc3OCC(=O)Nc3ccc(C(C)=O)cc3)n2)cc1	15%
Cn1c(=O)n([C@H]2CCCN(C(=O)c3ccc4nc[nH]c4c3)C2)c2ncccc21	i
NCCC(=O)N1CCC(n2nccc2NC(=O)Nc2cccc(F)c2)CC1	-10%
CC1=C(C(N)=O)C(c2ccc(C(C)C)cc2)n2nc(SCc3ccccc3)nc2N1 (stereo unspecified)	2%
COc1ccc(CN2CCNc3cc(-c4ccccc4)ncc3C2)cn1	?
CCCCNC(=O)c1cnc2c(-c3ccc(OCC)c(OCC)c3)c(C)nn2c1-c1ccccc1	13%
Cc1ccc(CN2CC(C(=O)NCCc3ccncc3)C3(CCOCC3)C2)s1 (stereo unspecified)	?
COc1ccc(Nc2ncc3c(n2)CCN(C(=O)OC(C)(C)C)C3)cc1	5.6µM*
Cc1cccc(C)c1NC(=O)CSc1nc2ccccc2c2nc(CCc3c(C)n[nH]c3C)nn12	21%
COc1ccc(C)cc1NC(=O)N1CCCC1c1nncn1C1CCCC1 (stereo unspecified)	-22%
CCOC(=O)c1cc(-c2ccccc2)n(-c2cccc(C(=O)Nc3cccc(C(C)=O)c3)c2)c1C	?
O=C(Nc1ccnn1C1CCN(Cc2nccs2)CC1)c1ccc2c(c1)OCO2	-5%
CCN(C(=O)C1CCCN(c2ncnc3c2nc2n3CCCCC2)C1)c1cccc(Cl)c1 (stereo unspecified)	?
COc1ccc(-c2noc(COc3ccc(C)cc3C)n2)cc1OC	32%[activator]
CN1CCCCCCN(C(=O)c2ccc3ncccc3c2)[C@H]2CCC[C@H]2C1=O	?
COc1ccc(Cn2ccn(CC(=O)Nc3cc(C)ccc3C)c(=O)c2=O)cc1	33%[activator]
COc1ccc(C(=O)N2CCCC(O)(CN3CCCC3)C2)c(OC)c1 (stereo unspecified)	-8%
COc1ccc(C(=O)NCC(c2ccc(Cl)cc2)N2CCCCC2)cc1 (stereo unspecified)	-10%
c1cncc(-c2nnc3n2CCN(Cc2cncs2)C3)c1	1%[44.1 µM]
COc1ccc(CNc2nc(SCc3ccc(Cl)cc3)nc3ccccc23)cc1	?
Cc1cc(C)cc(-n2ccn(Cc3ccccc3C)c(=O)c2=O)c1	2%

Part of the list above, field by field:
SMILES: CCOc1ccccc1CNC(=O)C1CCN(c2nnc(C)c3c(C)n(-c4ccc(C)cc4)nc23)CC1
  Pf Dd2 growth: 7.1µM*
SMILES: C[S+](=O)([O-])c1ccc(-c2nc(C(=O)N3CCOCC3)n3ccccc23)cc1
  Pf Dd2 growth: 18%
SMILES: Cc1c(Cl)c(C(=O)N[C@H]2[C@@H]3CCO[C@@H]3[C@@H]2C2CCCC2)nn1C
  Pf Dd2 growth: -9%
SMILES: O=C(c1ccccc1)N1CCC2(CC1)NCc1ccccc1NC2=O
  Pf Dd2 growth: 12%

Screening results (PubChem)
